# Bioassay records (PubChem BioAssay)
# esBAF inh = blocks esBAF chromatin remodeling in mouse ES cells; reporter increase, % at 12.5 µM; Bmi1-luciferase knock-in reporter, 24 h; 100% = twice the neutral-well signal; 350,000 compounds, 2% hits; AID 602393; in the data active = activation above about 40%; inconclusive = no clear call, values can overlap the other calls;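 note: 0% = median of the plate's neutral control wells and 100% = double that signal; a rise in the Bmi1 reporter signal indicates esBAF inhibition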
# E-selectin induc = E-selectin induction on HUVECs. P16581. HUVEC E-selectin immunofluorescence imaging; normalized: neutral wells 0, TNF-alpha wells 100. activation, % at 7.58 µM. 260,000 compounds, 0.37% hits;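 active = mean E-selectin-positive cell signal at least 10% of the positive control, reached in at least 60% of replicates, without over 20% cell loss; inconclusive = no rule given, readout overlaps actives, possibly toxicity-flagged; inactive = the rest, including those meeting only one limit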;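 note: in these data hits start at about 27%; measured in HUVEC primary endothelial cells; signal is the percent of cells scored E-selectin positive by PE staining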
#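 material = human umbilical vein endothelial cells (HUVEC), E-selectin induction | quantity = 3,000 cells/well | medium = EGM-2 growth medium on 0.1% gelatin-coated wells | technique = immunofluorescence imaging | read-out basis = % PE-positive cells | control set = TNF-alpha positive control, DMSO neutral control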
# FN deposit inh = fibronectin deposition inhibition; AH1F fibroblasts, Alexa488-fibronectin deposition fluorescence, overnight; 350,000 compounds, 0.086% hits; inhibition, % at 12.6 µM; AID 743247;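 active = mean inhibition across replicates of 30% or more, regardless of how many single replicates reach that level; inconclusive = mean under 30% yet at least half of replicates reach 30%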;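 note: positive control wells lacked labelled fibronectin entirely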
#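 Measured by – fluorescence 485/525 nm · System – AH1F fibroblast monolayer, labelled fibronectin deposition · Amount – 10000 cells per well · Buffer or medium – serum-reduced DMEM (2% serum) · Doses – single dose, pinned · Also added – fluorescent fibronectin at 24 nM final · Schedule – 1 h cell attachment, overnight exposure to compound and label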
# S100A4 MyoIIA = S100A4-myosin IIA interaction inhibition | S100A4/TAMRA-MyoIIA peptide fluorescence polarization | 360,000 compounds, 0.14% hits | inhibition, % at 10.7 µM | AID 652163;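 active = mean inhibition of at least 70% across replicates, with every replicate also reaching that level; inconclusive = mean inhibition reaches 70% but some replicates fall short; inactive = mean inhibition below 70%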
# Target sequence (P26447 whole entry, looked up): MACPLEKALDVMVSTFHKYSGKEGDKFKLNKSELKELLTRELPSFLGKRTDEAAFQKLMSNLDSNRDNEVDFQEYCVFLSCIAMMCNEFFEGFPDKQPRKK
#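 Test system: S100A4 monomer protein. Medium: HEPES buffer with Ca2+, pH 7.2. Reagent: fluorescent myosin IIA peptide, 5 nM. Compound dosing: single-point compound testing. Timing: 5 min between mix addition and reading. Benchmarks: DMSO neutral and TFP positive wells.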
# Xi reactivation = activators of X-chromosome reactivation in mouse fibroblasts | AID 743238 | 360,000 compounds, 0.055% hits | activation, % at 7.58 µM | XiGFP mouse fibroblasts, % GFP-positive cells imaging, 3 d; cells co-treated with 5-aza-dC sensitizer; scaled so ellipticine positive control = 100%;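 active = mean normalized replicate activation at least 10% and every replicate at or above 10%; inconclusive = only one of the two criteria met; inactive = mean below 10% and not all replicates reach 10%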;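 note: 0% = median of on-plate neutral control wells and 100% = ellipticine 6 µM median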
#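 Material: XiGFP fibroblasts, SV40-immortalized. Buffer or medium: DMEM plus 5-aza-dC sensitizer. Compound: single concentration per compound, delivered by pin transfer. Times: 3 days compound exposure. Controls: ellipticine 6 µM.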
# RAD54 inh = RAD54 (human) branch migration inhibition; RAD54 Holliday junction branch migration, FAM/BHQ fluorescence; inhibition, % at 10.4 µM; 360,000 compounds, 0.14% hits;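 active = mean normalized replicate activity at least 40 and at least half of replicates scoring 40 or more; inconclusive = only one of the two criteria met; inactive = mean below 40 and under half of replicates reaching 40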;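 note: 0% = median of neutral control wells and 100% = median of positive control wells; inhibitors cause a drop in the FAM fluorescence signal; in these data hits start at about 50%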
# Target sequence (Q92698 whole entry, looked up): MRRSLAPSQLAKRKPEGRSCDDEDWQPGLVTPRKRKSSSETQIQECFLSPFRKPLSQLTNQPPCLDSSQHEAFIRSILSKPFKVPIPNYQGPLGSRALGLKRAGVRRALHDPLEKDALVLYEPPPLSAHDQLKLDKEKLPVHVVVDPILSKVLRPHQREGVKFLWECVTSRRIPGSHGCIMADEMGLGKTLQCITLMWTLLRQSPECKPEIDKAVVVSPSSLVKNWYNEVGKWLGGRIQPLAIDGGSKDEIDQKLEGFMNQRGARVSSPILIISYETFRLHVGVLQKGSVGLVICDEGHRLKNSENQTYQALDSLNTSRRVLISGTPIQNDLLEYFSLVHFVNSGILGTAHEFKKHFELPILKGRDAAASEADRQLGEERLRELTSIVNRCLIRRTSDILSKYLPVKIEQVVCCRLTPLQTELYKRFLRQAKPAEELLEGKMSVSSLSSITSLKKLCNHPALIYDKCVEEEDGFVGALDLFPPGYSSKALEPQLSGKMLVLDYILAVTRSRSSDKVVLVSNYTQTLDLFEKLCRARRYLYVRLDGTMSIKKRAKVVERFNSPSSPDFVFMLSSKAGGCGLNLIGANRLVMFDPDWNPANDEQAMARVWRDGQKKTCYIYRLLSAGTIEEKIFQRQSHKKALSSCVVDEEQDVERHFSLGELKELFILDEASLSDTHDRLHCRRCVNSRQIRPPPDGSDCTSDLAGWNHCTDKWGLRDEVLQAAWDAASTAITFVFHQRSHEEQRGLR
# EWS-Fli block = blocks EWS/Fli oncoprotein-driven transcription. AID 651661. 350,000 compounds, 0.67% hits. inhibition, % at 12.6 µM. A673 NR0B1-luciferase reporter, viability-normalised;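 active = mean inhibition of at least 50% after viability correction, with every replicate also passing that limit; inconclusive = mean reaches 50% but only one of two replicates passes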;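 note: firefly luciferase signal divided by Alamar Blue viability fluorescence both relative to DMSO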
# RAD52 inh = RAD52 (human) annealing inhibition; P43351; recombinant RAD52 DNA annealing, FRET fluorescence; inhibition, % at 18.7 µM; 360,000 compounds, 0.46% hits; AID 651710;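 active = every replicate showing at least 50% inhibition; inconclusive = mean inhibition at least 50% but not in every replicate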
# Active calls of the source: *; ? = inconclusive; . = not tested or not shown.
no.	Compound	esBAF inh	E-selectin induc	FN deposit inh	S100A4 MyoIIA
1	CC1=C(C(=O)N(C)C)CC(CC(=O)NCCN2CCOCC2)C(=O)N1CCC1=CCCCC1 (stereo not given)	1	.	1	-1
2	Cn1ncc2c(NCc3ccccc3)nc(NCCCO)nc21	-5	0.0	8	4
3	CC(=O)N1CCN(c2ccc(NC(=O)c3cccc([N+](=O)[O-])c3)cc2)CC1	5	.	7	-9
4	COc1ccccc1NC(=O)Nc1nc(CC(=O)Nc2ccc(F)cc2)cs1	6	.	.	-2
5	CCN(CC)S(=O)(=O)c1cc(C(=O)Oc2cccc(-c3cnc4ccccc4n3)c2)ccc1OC	.	0.2	0	-2
6	CCc1ccccc1NC(=O)C1=CC(c2ccc(OC)c(OC)c2)=NS(=O)(=O)N1C	-7	1.1	4	-8
7	Cn1c(=O)c2cccnc2c(=O)n1C	.	0.2	.	5
8	Cc1cccc(NC(=O)Cn2nnc(-c3cccs3)n2)c1C	-1	.	.	-3
9	O=C(CN1c2ccccc2Sc2ccccc21)N/N=C/c1ccc([N+](=O)[O-])cc1	.	0.1	-4	-2
10	Nc1nc2c(ncn2[C@@H]2O[C@H](C(=O)N[C@@H](Cc3ccccc3)C(=O)NCC3CCCCC3)[C@@H](O)[C@H]2O)c(=O)[nH]1	.	-0.5	-4	-15
11	Cc1ccc(SCCOCCN2CC(C)OC(C)C2)cc1 (stereo not given)	-7	4.2	-1	-9
12	CCC(=O)Nc1cccc(C2=NOC3(C2)C[C@@H](C(N)=O)N(C(=O)COc2ccc(Cl)cc2)C3)c1 (stereo not given in full)	3	-0.1	-2	-4

no.	Xi reactivation	RAD54 inh	EWS-Fli block	RAD52 inh
1	-0.1	-2	11	8
2	0.2	11	-4	-11
3	0.4	-10	-21	-3
4	0.1	-6	-8	-11
5	-0.1	.	-18	-7
6	0.1	12	-3	-7
7	0.0	.	-9	-11
8	.	1	.	6
9	0.1	9	7	0
10	0.4	.	-18	4
11	-0.1	.	-6	-18
12	0.0	-3	-1	-35

# Next entries follow:
no.	Compound	esBAF inh	E-selectin induc	FN deposit inh	S100A4 MyoIIA
13	O=C(C[C@H]1CC[C@H]2[C@@H](COC[C@H](O)CN2CCc2ccccc2)O1)NCCCN1CCOCC1	-1	-0.2	5	7
14	COc1ccccc1C(=O)COC(=O)CNC(=O)c1ccc(Br)o1	-5	.	0	-3
15	CC(NC(=O)c1cccc(OC2CCN(C(=O)C3CC3)CC2)c1)c1ccc(F)cc1 (stereo not given)	25	.	-4	-2
16	COc1cccc(C(=O)OCC(=O)Nc2cc(C)on2)c1OC	2	-0.1	5	-6
17	CCSc1ccc([C@@H]2[C@@H]3C(=O)N(CC)C(=O)[C@@H]3[C@]3(C(=O)OC)CCCCN23)cc1	-6	-0.2	5	0
18	Cc1noc(C)c1S(=O)(=O)N1CCC(C(=O)N2CCC(N3CCCCC3)CC2)CC1	-7	.	-5	-4
19	C[C@@H]1CN([C@@H](C)CO)S(=O)(=O)c2ccc(/C=C/c3ccccc3)cc2O[C@H]1CN(C)Cc1cccnc1	.	-0.4	.	-5
20	OC(c1ccccc1)C(NCc1ccccc1)c1ccccc1 (stereo not given)	13	.	3	-3
21	CC(=O)Nc1ccccc1OCC(=O)NC(C)c1ccc(F)cc1 (stereo not given)	.	0.7	2	2
22	CCN(CC)C(=O)C1=C(C)N(Cc2ccccc2)C(=O)C(CC(=O)NC(c2ccccc2)c2ccccc2)C1 (stereo not given)	6	-0.1	-24	-5
23	O=C(NCCc1ccccn1)c1cc2ccccc2o1	38	0.3	1	-7
24	COc1ccc2c3c([nH]c2c1)[C@H](CO)NCC31CCN(C(=O)C2CCOCC2)CC1	.	-0.3	-9	2

no.	Xi reactivation	RAD54 inh	EWS-Fli block	RAD52 inh
13	0.3	-1	-1	-21
14	-0.1	0	1	-20
15	0.0	-5	4	-2
16	0.1	-4	9	-7
17	0.0	0	3	-7
18	0.0	1	3	-14
19	0.2	.	6	6
20	0.0	-4	0	-3
21	-0.3	.	2	-1
22	0.2	3	-7	-9
23	0.4	-2	-97	-9
24	0.2	.	0	-32

# The results go on.
no.	Compound	esBAF inh	E-selectin induc	FN deposit inh	S100A4 MyoIIA
25	CC(=O)N(Cc1cc(=O)[nH]c2ccccc12)c1ccc(C)cc1C	.	-0.5	0	1
26	CC(C)(C)NC(=S)N/N=C/c1cc(Br)c(O)c(Br)c1	.	6.4	-5	5
27	NC(=O)CN1C(=O)C(O)(CC(=O)c2ccccc2O)c2ccccc21 (stereo not given)	-3	.	-1	10
28	COCCNC(=O)CSc1ccccc1C(=O)O	.	.	0	-13
29	C=CCNC(=O)[C@H]1[C@@H]2C(=O)O[C@@H](c3ccccc3)[C@@H](c3ccccc3)N2[C@@H](c2ccccc2OCCO)[C@]12C(=O)Nc1ccc(C#CC3(O)CCCCCC3)cc12	.	.	.	-25
30	O=C(NC1CCCC1)C1CCC(CNS(=O)(=O)c2ccccc2)CC1 (stereo not given)	-5	.	-2	6
31	Cc1c(C(=O)NCC2CCCO2)oc2c(Cl)cccc12 (stereo not given)	18	.	1	0
32	O=C(O)C1=C[C@@H](C2CC2)C[C@@H](OCCCCO)O1	0	0.1	4	.
33	O=C(COC(=O)c1n[nH]c2ccccc12)Nc1ccccc1Br	29	0.6	0	10
34	COc1cccc(NC(=O)N2CCC(n3nnc4ccccc43)CC2)c1	1	3.1	3	-6
35	COc1ccc(OC(=O)N(C)C[C@@H]2OCc3cn(nn3)CCCC(=O)N([C@H](C)CO)C[C@@H]2C)cc1	0	0.6	1	.
36	CCc1cccc(CC)c1NC(=O)NC1CCCCC1	-1	.	-5	.

no.	Xi reactivation	RAD54 inh	EWS-Fli block	RAD52 inh
25	0.1	.	9	-4
26	0.4	.	8	-3
27	0.4	-4	24	-15
28	-0.1	.	3	2
29	.	-5	21	6
30	0.0	2	2	-7
31	0.5	-9	-20	-7
32	0.2	1	-6	.
33	0.0	5	-24	-13
34	0.5	8	-8	-12
35	0.2	.	2	.
36	0.0	0	.	.

# New compounds follow
no.	Compound	esBAF inh	E-selectin induc	FN deposit inh	S100A4 MyoIIA
37	CCOC(=O)C1=CCC(c2cccn2C(=O)OC(C)(C)C)N(S(=O)(=O)c2ccc(C)cc2)C1 (stereo not given)	0	-0.1	5	-6
38	CCN(CC)C(=O)C(=O)c1cccn1-c1cccc(OC)c1C#N	2	-0.1	3	1
39	COc1ccc(C(=O)C2CCCN(C(=O)c3ccc(F)cc3)C2)cc1OC (stereo not given)	-2	.	3	-4
40	CC(C)Cc1nnc(NC(=O)CCC(=O)NC2CCCCCCC2)s1	6	.	5	14
41	Cc1noc(C)c1CSc1nnc2n(-c3ccccc3)c(=O)c3ccccc3n12	1	-0.2	-5	-3
42	COc1ccc(C(=O)CSc2ncnc3nc[nH]c23)cc1	.	0.7	4	0
43	O=C(Cc1cccnc1)N1[C@H](CO)[C@H](c2ccccc2)[C@@H]1CNCC1CCC1	1	-0.3	-9	3
44	Cc1ccc(S(=O)(=O)N[C@@H]2CC[C@H](CCn3cc(C4CCCC4)nn3)O[C@H]2CO)cc1	5	-0.2	2	-3
45	CCCCn1c(N)c(N(CCOC)C(=O)COC(=O)c2ccccc2OCC)c(=O)[nH]c1=O	.	.	9	10
46	Cc1nn(-c2ccccc2)c2c1C(c1ccc(Cl)cc1)N(c1ccccc1)C(=O)N2 (stereo not given)	.	9.6	-9	0
47	CC(=O)N/C(=C\c1ccc(F)cc1)C(=O)NC(Cc1ccccc1)C(=O)O (stereo not given)	-7	3.9	-2	11
48	Cc1ccc(C23CCC(=O)N2C(C(=O)O)CS3)c(C)c1 (stereo not given)	-4	.	6	-1

no.	Xi reactivation	RAD54 inh	EWS-Fli block	RAD52 inh
37	-0.1	-1	1	-48
38	0.0	1	-7	1
39	0.0	1	.	-10
40	0.0	-14	.	-4
41	0.0	1	3	-20
42	0.3	-1	-3	-11
43	0.3	-2	-3	-26
44	0.5	-9	14	7
45	0.3	8	16	-8
46	0.0	.	2	-3
47	0.3	-1	-1	-19
48	-0.1	.	-5	-7

# Given with one line to a screen: part of the list above.
27) NC(=O)CN1C(=O)C(O)(CC(=O)c2ccccc2O)c2ccccc21 (stereo not given)
28) COCCNC(=O)CSc1ccccc1C(=O)O
29) C=CCNC(=O)[C@H]1[C@@H]2C(=O)O[C@@H](c3ccccc3)[C@@H](c3ccccc3)N2[C@@H](c2ccccc2OCCO)[C@]12C(=O)Nc1ccc(C#CC3(O)CCCCCC3)cc12
assay / compound | 27 | 28 | 29
esBAF inh | -3 | . | .
E-selectin induc | . | . | .
FN deposit inh | -1 | 0 | .
S100A4 MyoIIA | 10 | -13 | -25
Xi reactivation | 0.4 | -0.1 | .
RAD54 inh | -4 | . | -5
EWS-Fli block | 24 | 3 | 21
RAD52 inh | -15 | 2 | 6

# Continuation.
no.	Compound	esBAF inh	E-selectin induc	FN deposit inh	S100A4 MyoIIA
49	O=[N+]([O-])c1ccc(S(=O)(=O)NCC(c2ccco2)N2CCc3ccccc3C2)cc1 (stereo not given)	12	2.6	3	59
50	COc1ccc(NC(=O)Nc2ccc3c(c2)CC(=O)N([C@H](C)CO)C[C@H](C)[C@H](CN(C)S(=O)(=O)c2ccc(OC)cc2)O3)cc1	5	-0.1	.	8
51	C[C@@H]1CN([C@H](C)CO)S(=O)(=O)c2ccc(C3=CCCC3)cc2O[C@@H]1CN(C)C(=O)c1cccnc1	-10	-0.9	-4	1
52	CC(C)(C)C(=O)Nc1nnc(COc2ccc(Cl)cc2)s1	.	.	4	1
53	COc1cccc(OC)c1C(=O)OCC(=O)NCC(C)C	.	0.1	3	-3
54	COc1cc2[nH]c(C)c(-c3ccccc3)c(=O)c2cc1Cl	.	1.8	1	?
55	COc1ccc(N2CCN(c3ncnc4scc(-c5ccc(F)cc5)c34)CC2)cc1	2	.	-4	-5
56	Cc1noc(C)c1NC(=O)N[C@@H]1CC[C@H](CC(=O)Nc2ccccc2)O[C@H]1CO	-1	-0.4	.	-12
57	COC(=O)[C@@H]1CCCN1C(=O)c1cc(COc2cccc3cccnc23)on1	.	-0.2	6	0
58	C[C@H](CO)N1C[C@H](C)[C@@H](CN(C)C(=O)C2CC2)Oc2cc(-c3cncnc3)ccc2S1(=O)=O	-3	0.1	6	.

no.	Xi reactivation	RAD54 inh	EWS-Fli block	RAD52 inh
49	-0.1	5	-18	-8
50	1.0	?	4	0
51	0.6	5	0	-16
52	0.1	.	-32	-5
53	0.0	.	2	-3
54	-0.1	.	29	-5
55	0.1	-5	0	-9
56	-0.3	-8	2	-15
57	-0.1	-2	9	-15
58	-0.6	.	-11	.

# No enrichment for hits; overall some 3% were active at least once.
